High-throughput results: PubChem, several laboratories
EBV gp42 block: inhibitors of Epstein-Barr virus glycoprotein 42 | Q1HVG2 | Fluorescence polarization binding assay, mP read-out | inhibition, % (tested at 21.74 µM) | actives 0.42% (n = 220,000); in the data active = inhibition above about 50%
Target sequence (Q1HVG2 whole entry, looked up): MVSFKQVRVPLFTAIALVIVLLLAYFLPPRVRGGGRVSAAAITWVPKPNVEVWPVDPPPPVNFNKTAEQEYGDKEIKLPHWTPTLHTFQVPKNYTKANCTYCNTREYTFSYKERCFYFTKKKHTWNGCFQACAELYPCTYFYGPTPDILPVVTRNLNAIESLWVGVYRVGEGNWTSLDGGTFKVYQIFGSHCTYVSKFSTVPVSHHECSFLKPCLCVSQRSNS
Hck Nef HTS: inhibitors of human Hck kinase activated by Nef | actives 0.68% (n = 220,000) | AID 463187 | Recombinant Hck-YEEI plus Nef, Z-Lyte FRET kinase assay | P08631 | inhibition, % at 20 µM;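 active = Hck-Nef kinase inhibition above about 50%, limit read from the data; inactive = inhibition below that limit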;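 also: 0% = DMSO with Hck plus Nef and 100% = Hck alone without Nef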
p47phox inh: inhibitors of human p47phox binding | P14598 | p47phox/p22phox peptide binding, fluorescence polarization, 2 h | inhibition, % at 24.7 µM | actives 0.53% (n = 220,000);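 active = inhibition above about 30%, limit read from the data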;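 also: 0% = p47phox with labelled peptide and 100% = labelled peptide alone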
Runt-CBFb FRET: blocks binding of human RUNX1 Runt domain to CBFb; actives 0.46% (n = 220,000); AID 1496; Cerulean-Runt/Venus-CBFb FRET ratio 530/480, 1 h; Q01196+Q13951; inhibition, % at 20 µM;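 active = inhibition over about 50% at 20 µM in the single-dose screen, limit read from the data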;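 also: 0% = DMSO wells and 100% = excess unlabeled CBFb competitor control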
Target sequence (Q01196 whole entry, looked up, the tested form may be a part): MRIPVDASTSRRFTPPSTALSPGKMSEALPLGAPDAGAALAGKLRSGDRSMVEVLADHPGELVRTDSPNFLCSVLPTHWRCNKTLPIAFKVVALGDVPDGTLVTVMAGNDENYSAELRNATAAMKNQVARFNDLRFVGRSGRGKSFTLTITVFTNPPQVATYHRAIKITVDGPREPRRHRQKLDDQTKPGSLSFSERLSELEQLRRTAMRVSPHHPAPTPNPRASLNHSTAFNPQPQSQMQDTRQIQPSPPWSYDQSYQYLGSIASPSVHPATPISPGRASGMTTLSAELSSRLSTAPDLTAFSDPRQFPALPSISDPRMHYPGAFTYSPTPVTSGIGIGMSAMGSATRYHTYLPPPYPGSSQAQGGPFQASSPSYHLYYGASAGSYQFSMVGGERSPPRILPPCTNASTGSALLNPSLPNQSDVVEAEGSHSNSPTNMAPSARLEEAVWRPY
Target sequence (Q13951 whole entry, looked up, the tested form may be a part): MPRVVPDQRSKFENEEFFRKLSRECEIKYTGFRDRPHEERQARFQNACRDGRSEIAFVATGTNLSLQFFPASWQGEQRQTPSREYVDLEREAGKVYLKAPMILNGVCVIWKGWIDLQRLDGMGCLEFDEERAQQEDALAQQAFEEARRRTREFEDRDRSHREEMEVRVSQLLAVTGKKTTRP
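test system = Cerulean-tagged RUNX1 Runt domain (FRET donor) fusion protein | reagent = Venus-CBFb binding partner, 100 nM | incubation = protein complex preformed 1 h, compound exposure 1 h, room temperature, dark | detection = FRET fluorescence | read-out basis = loss of energy transfer signal | controls = 5 µM unlabeled CBFb as full-inhibition high control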
Tb hexokinase: T. brucei hexokinase 1 inhibition | inhibition, % at 10 µM | actives 0.11% (n = 220,000) | recombinant TbHK1, G6PDH-coupled NADH A340;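 active = inhibition of 50% or more in the single-dose primary screen; inactive = inhibition below 50%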
MDM2 E3 inh: Mdm2 E3 ligase (human) inhibition. Q00987. actives 0.11% (n = 210,000). AID 1230. signal enhancement, % at 5 µM. cell-based MDM2 ubiquitination luciferase reporter, 2 h; 0 = plate control, 100 = twice control, blank-subtracted;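 active = signal enhancement of 30% or more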;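 also: luminescence tracks abundance of the self-degrading MDM2-luciferase fusion protein; higher signal means inhibition of MDM2 E3 ligase activity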
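Assay system: mammalian cells stably expressing self-ubiquitinating, self-degrading MDM2 E3–luciferase fusion. Quantity: 2000 cells in each well. Medium: DMEM culture medium. Compound dosing: single-point 5 µM. Timing: cell settling 4 h, compound treatment 2 h, both 37 °C. Technique: luciferase luminescence. Read-out basis: percent signal gain over controls, blank-subtracted. Benchmarks: plate controls and plate blanks.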
L929 necroptosis: blocks zVAD induced death of L929 cells; viability rescue, % at 10 µM; actives 0.38% (n = 220,000); L929 zVAD necroptosis rescue, ATP luminescence, 24 h; with zVAD 60 µM; AID 1377;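 active = activation, scaled between plate controls, above about 75%, limit read from the data; inactive = activation under that limit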;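 also: 0% = zVAD with DMSO and 100% = DMSO alone without zVAD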
Runt-SMMHC FRET: Runt domain-CBFb-SMMHC interaction inhibition; inhibition, % at 20 µM; Cerulean-Runt/Venus-CBFb-SMMHC FRET ratio 530/480, 1 h; Q01196+Q13951; actives 0.74% (n = 220,000);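 active = mean inhibition across duplicate retests at 20 µM reaching about 50%, limit read from the data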;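 also: 0% = DMSO wells and 100% = wells with excess untagged CBFb-SMMHC; inhibitors lower the FRET ratio by blocking Runt binding to CBFb-SMMHC; some results filed as inactive read as strong as hits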
14-3-3 Bad inh: disrupts binding of bovine 14-3-3 zeta to phospho-Bad peptide; actives 0.71% (n = 220,000); inhibition, % at 21.7 µM; TR-FRET 14-3-3zeta/Dy647-pBad peptide displacement, 1 h; P63103; AID 781;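 active = inhibition above about 70%, limit read from the data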;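 also: 0% = full 14-3-3 plus peptide FRET controls and 100% = background without 14-3-3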
Starred values were filed as active, the others as inactive; · = no result given; [ ] = remark or other dose.

#	Compound	14-3-3 Bad inh	Runt-SMMHC FRET	Hck Nef HTS	p47phox inh	Runt-CBFb FRET	EBV gp42 block	MDM2 E3 inh	Tb hexokinase	L929 necroptosis
1	Nc1c(C(=O)NCCc2ccccc2)nnn1Cc1ccccc1	9.2	3.4	2.1	-16.8	-1.6	-19.0	-10.7	1.6	2.8
2	O=C(NC1CCCCC1)C(c1ccc(F)cc1)N(Cc1ccco1)C(=O)CN1C(=O)c2ccccc2S1(=O)=O (stereo not given)	12.9	-1.9	1.3	2.5	16.5	-3.4	-10.2	-1.1	0.9
3	N/C(Cc1cccc2ccccc12)=N\OC(=O)Cc1cccs1	1.8	-4.1	0.2	-4.9	-3.3	1.9	3.4	5.4	0.4
4	CC(=O)C(Sc1nccc(-c2cccs2)n1)C(C)=O	-4.0	-4.1	18.9	-7.6	0.1	-18.6	-5.4	-4.0	3.2
5	CCC1=Nc2ccccc2-c2nnc(SC)nc2O1	6.6[fluorescence artefact?]	-1.5	9.2	1.1	1.7	5.1	-12.7	-8.0	0.5
6	Cc1ccc(NC(=O)C(C)Sc2nnc(-c3cccnc3)n2-c2ccccc2)cc1 (stereo not given)	-0.9	1.8	-0.4	-5.8	4.2	7.1	-5.7	-0.6	-0.8
7	Cc1ccc2c(c1)sc(C)[n+]2CCCS(=O)(=O)[O-]	-16.3	50.3	30.9	-26.3	57.9*	3.5	-33.7	0.0	5.9
8	CCCn1c(SCC(=O)N2c3ccc(F)cc3CCC2C)nnc1-c1ccccn1 (stereo not given)	-1.1	0.0	7.8	5.8	-1.4	-5.0	·	-0.6	-1.2
9	Cc1ccc(NC(=O)CSc2ccc(C(N)=O)cc2[N+](=O)[O-])cc1	-5.4[fluorescence artefact?]	-3.5	0.1	-1.8	-0.2	-3.7	-7.1	-6.8	1.6
10	CSc1ccccc1NC(=O)c1cc(C2CC2)on1	-0.7	1.5	19.6	-16.9	3.2	-7.8	7.8	1.8	1.2
11	O=C(Nc1ccc2c(c1)OC1(CCCC1)O2)C1CC1	-6.6	-2.5	-9.3	-8.2	-2.6	-9.9	4.3	2.7	15.5
12	CCOc1ccc(CNC(=O)C2CC(=O)N(C3CCCC3)C2)cc1OC (stereo not given)	-0.2	3.0	1.4	-0.6	-1.4	-7.9	18.6	10.3	-0.1
13	CC1(C)CC2(CC(c3ccccc3F)c3ccc(O)c(O)c3O2)NC(=S)N1 (stereo not given)	-4.6	53.2	23.6	-13.7	46.5	5.0	-3.8	-2.9	5.2
14	COc1ccc2cc3cc(C(=O)NC(C)C)oc3nc2c1	4.8[fluorescence artefact?]	-1.3	0.8	-1.8	1.1	3.2	-16.5	-53.0	1.2
15	Cc1ccc(CN2CCN(/N=C/c3cc(Br)ccc3O)CC2)cc1	-2.4	-3.9	2.1	-9.3	-2.1	-10.5	3.9	1.7	0.0
16	CC1(C(=O)NNC(=O)C2CCCCC2)CC1(Cl)Cl (stereo not given)	2.9	-2.1	15.3	-13.6	1.5	-13.7	-56.0	0.2	0.2
17	Cc1ccc(C)c(-n2c(-c3csc(C)c3)n[nH]c2=S)c1	-11.8[fluorescence artefact?]	20.3	-2.5	-1.4	-7.1	-12.5	4.3	0.8	-0.7
18	O=C(Nc1ccc(-c2cn3ccsc3n2)cc1)c1ccc(F)c(S(=O)(=O)N2CCOCC2)c1	-5.1	3.2	2.9	-95.9	0.1	-49.2	-5.2	-1.7	32.1
19	Cc1onc(-c2c(F)cccc2Cl)c1C(=O)Nc1nc2c(s1)CCCC2	12.8	-4.4	6.3	-15.4	1.4	-5.4	1.6	-5.8	-1.2
20	COC(=O)c1cn(C(=O)c2ccc(Cl)cc2)c2ccccc12	-1.7	-1.1	-14.1	-8.3	0.9	-5.2	-0.2	6.6	1.4
21	CCOc1ccc(-c2nnc3n2N=C(c2ccc(OC)cc2)CS3)cc1	-13.4	-14.2	-0.5	8.6	-4.8	8.2	-2.0	5.2	-0.2
22	Cc1ccc2[nH]c(=O)c(CN(Cc3cccnc3)C(=S)NCCCN(C)C)cc2c1	-8.4	2.3	29.0	1.0	1.0	-0.5	1.7	-8.5	0.8
23	COc1ccc(CNC(=O)C(c2ccc(C)o2)N(Cc2cccs2)C(=O)Cc2cccs2)cc1 (stereo not given)	7.5[fluorescence artefact?]	-0.4	10.7	-29.7	-2.8	-13.2	·	5.3	-0.7
24	COC(=O)c1ccc(CNC(=O)COC(=O)Cc2ccsc2)cc1	-9.6	3.2	-21.5	-7.3	0.4	-0.8	-4.0	-5.0	1.8
25	CCC(=O)N(CC)C1=C(O)c2ccccc2C(=O)C1=O	22.7	21.9	2.1	3.5	3.1	-34.7	-35.0	0.0	-0.1
26	CNC(=S)N1CCN(c2ccc([N+](=O)[O-])cc2)CC1	-2.3	-7.1	5.5	-4.5	·	-5.8	-14.8	-14.0	-0.3
27	COc1ccc(/C=C2\SC(=O)NC2=S)cc1OC	5.4	-15.1	1.5	-15.3	3.4	15.0	-1.7	-2.9	62.2
28	Cc1ccnc(NC(=O)Nc2cccc(F)c2)n1	-10.2	-3.6	-2.2	-7.3	4.2	-20.2	-17.5	-3.7	1.8
29	Cc1nc2ccc(F)cc2cc1C(=O)NCC1CCCO1 (stereo not given)	3.7	0.8	1.5	-30.5	0.5	15.8	-5.1	2.4	-0.3
30	Cc1cc(Nc2nnnn2-c2ccccc2)n(-c2ccccc2)n1	24.2	-1.4	0.1	-12.3	-5.1	-7.1	10.1	-0.8	0.1
31	CC(C)(C)NS(=O)(=O)c1ccc(CCC(=O)NCc2ccco2)cc1	-8.9	1.9	-17.5	-6.6	2.0	-4.2	-19.9	-3.4	-0.6
32	COc1cc(=O)[nH]c(=O)n1C(=O)Cc1ccccc1	-2.8	-0.5	0.9	-9.2	3.3	2.6	-6.2	-4.0	-0.1
33	N#C/C(=C(/O)c1ccc(C(=O)c2ccccc2)cc1)c1nc2ccccc2[nH]1	20.0	-46.5	28.1	-4.2	-13.2	5.2	-11.1	1.2	-0.3
34	Cc1cc(=O)oc(C)c1C(=O)NCc1ccccc1	2.8	-5.5	-0.8	-9.0	·	-3.3	-8.5	2.7	0.0
35	NC(=O)c1c(NC(=O)CN2C(=O)NC(Cc3ccccc3)C2=O)sc2c1CCC2 (stereo not given)	2.7	-2.4	13.5	-16.8	1.6	7.9	10.2	-16.1	-0.3
36	COc1ccccc1NC(=O)c1sc2ncn(Cc3ccc(C)cc3)c(=O)c2c1C	34.4[fluorescence artefact?]	-1.7	29.3	-36.4	-0.8	-8.6	-23.8	-17.6	0.6
37	O=C(CN1C(=O)C2C3C=CC(C3)C2C1=O)OCC(=O)c1ccccc1 (stereo not given)	3.8	6.1	3.9	-3.0	-2.4	-6.0	-4.1	-1.7	-0.1
38	O=C(c1ccc(S(=O)(=O)N2CCCC2)cc1)N1CCCCCC1	-1.2	2.4	15.8	-11.9	-2.0	-10.7	-14.7	0.8	0.1
39	Cc1ccccc1OCC(=O)OCC(=O)Nc1cc(C(F)(F)F)ccc1N1CCOCC1	-3.7	-0.6	2.1	-9.2	-2.2	-2.2	-15.4	-1.5	-0.3
40	Cc1ccc(NC(=O)COC(=O)CCC(=O)c2cccs2)c(C)c1	10.7	3.5	11.7	1.9	-0.4	-5.8	0.0	5.5	1.6
41	O=C(CCC(=O)c1ccc(F)cc1)Nc1cc(Cl)cc(Cl)c1	-3.9	-3.1	2.4	-2.1	-4.5	-30.1	-15.9	1.9	0.4
42	COc1ccc(/C=C/C(=O)NC(=S)N2CCSCC2)cc1	-10.9	-2.9	9.0	6.0	0.7	3.6	-11.6	-17.4	0.1
43	CCOC(=O)N1CCC(NC(=O)c2cc3c(-c4cccc(OC)c4)nn(C)c3s2)CC1	·	-5.7	-4.5	-9.2	-5.8	-7.3	-6.6	-4.0	7.5
44	c1cncc(CNc2ncnc3sc4c(c23)CCC4)c1	7.7	-4.2	9.1	-15.2	1.7	-0.7	-29.7	7.2	-0.5
45	N#C/C(=C(/O)COC(=O)CSc1ccc2ccccc2c1)c1nc2ccccc2[nH]1	-6.7	6.0	2.7	-90.0	3.5	-42.1	-6.2	-1.1	31.9
46	O=C(Nc1cccnc1)C1CCN(S(=O)(=O)c2cccc3nonc23)CC1	-2.4[fluorescence artefact?]	-0.5	1.0	-14.4	0.0	-12.3	-4.5	-1.1	-0.6
47	Cc1ccc(CSCC(=O)Nc2c(C)n(C)n(-c3ccccc3)c2=O)cc1	-8.1	1.1	2.3	-10.9	0.2	-5.2	-6.1	34.0	0.3
48	CCOC(=O)C(=CNCC(=O)O)C(=O)OCC	-3.7[fluorescence artefact?]	1.3	2.0	-4.0	-0.7	-18.9	-16.0	1.5	0.6
49	CC(C)CCn1c(=O)c(C(=O)N/N=C/c2cccc(F)c2)c(O)c2ccccc21	-6.4	-3.9	1.0	-7.8	0.7	-15.4	-1.6	-17.9	0.9
50	COc1cc(NC(=O)CN2c3ccccc3CC2C)cc(OC)c1OC (stereo not given)	3.3	-2.0	3.3	-1.9	1.4	-30.1	-14.0	-6.9	0.6

Sorted by molecular weight (smallest number first): 3 of the compounds above.
#	Compound	14-3-3 Bad inh	Runt-SMMHC FRET	Hck Nef HTS	p47phox inh	Runt-CBFb FRET	EBV gp42 block	MDM2 E3 inh	Tb hexokinase	L929 necroptosis
38	O=C(c1ccc(S(=O)(=O)N2CCCC2)cc1)N1CCCCCC1	-1.2	2.4	15.8	-11.9	-2.0	-10.7	-14.7	0.8	0.1
24	COC(=O)c1ccc(CNC(=O)COC(=O)Cc2ccsc2)cc1	-9.6	3.2	-21.5	-7.3	0.4	-0.8	-4.0	-5.0	1.8
49	CC(C)CCn1c(=O)c(C(=O)N/N=C/c2cccc(F)c2)c(O)c2ccccc21	-6.4	-3.9	1.0	-7.8	0.7	-15.4	-1.6	-17.9	0.9

New compounds follow.
#	Compound	14-3-3 Bad inh	Runt-SMMHC FRET	Hck Nef HTS	p47phox inh	Runt-CBFb FRET	EBV gp42 block	MDM2 E3 inh	Tb hexokinase	L929 necroptosis
51	O=C(COc1ccccc1)N1CCN=C1SCc1ccc(F)cc1	1.5	1.8	19.3	4.2	0.1	-8.2	-2.2	-2.6	34.2
52	COc1cc2c3c(c1OC)C1(C=CC(=O)C=C1)CC3N(C(=O)CCC(=O)O)CC2 (stereo not given)	3.7	-6.0	4.2	-5.0	2.3	-0.7	-3.5	-1.8	0.4
53	Cn1c(=O)c2c(nc(N3CCc4ccccc4C3)n2Cc2ccccc2F)n(C)c1=O	4.2	7.2	0.1	-16.8	-4.4	-16.0	-3.9	-0.5	0.0
54	COC(=O)C1=C(COc2ccccc2)NC(=O)NC1c1ccc(Br)cc1 (stereo not given)	1.7	0.6	-2.6	-10.0	-0.9	-8.7	·	-0.1	1.1
55	CCOC(=O)c1ccc2ncc(C(=O)OCC)c(NCc3ccco3)c2c1	-4.8	-0.5	20.8	-8.4	0.2	2.4	-5.9	-15.0	10.6
56	CC(NC(=S)NCCc1ccccc1)C(c1cccs1)N1CCN(C)CC1 (stereo not given)	-8.8[fluorescence artefact?]	-2.4	-7.2	-3.6	1.5	-4.6	·	1.0	·
